Growth percent in the NCI-60 one-dose screen (48 h, 10 µM unless noted): 100 = growth as untreated, 0 = no growth, -100 = all killed.
A498 = A498 renal cancer cells; 76,000 tested, 5.4% active
ACHN = ACHN renal cancer. AID 1794771. 81,000 tested, 4.9% active
CAKI-1 = CAKI-1 renal cancer | 75,000 tested, 4.7% active | AID 1794772
TK-10 = TK-10 renal cancer cells; 81,000 tested, 3.9% active; AID 1794769
786-0 = 786-0 renal cancer cells; 81,000 tested, 5.1% active
UO-31 = UO-31 renal cancer. 81,000 tested, 5.2% active. AID 1794768
RXF 393 = RXF 393 renal cancer cells; 77,000 tested, 6.9% active
SN12C = SN12C renal cancer cells | 81,000 tested, 3.8% active
* marks the source's active call; other numbers are inactive results; nt = not tested or not shown. How the source made its calls: active means growth percent below 10; inactive means the rest. The order is random, and some 10% of all compounds hit somewhere here.

entry	Compound	A498	ACHN	CAKI-1	TK-10	786-0	UO-31	RXF 393	SN12C
1	O=C(NO)c1ccc(NC(=O)c2nc(-c3ccccc3)n(-c3ccccc3)n2)cc1	nt	107	106	83	96	75	103	78
2	OC(c1ccc(Cl)cc1)C(Nc1ccccc1)c1ccc(Cl)cc1 (configuration not stated)	102	94	85	94	90	70	106	94
3	O=C(Nc1cccc(C(F)(F)F)c1)C(Cl)Cl	101	103	105	108	101	81	104	105
4	C=C(C)C(=O)N1CCN(C(=O)C(=C)C)c2ccccc21	nt	100	82	98	105	79	nt	nt
5	N#C/C(=C\c1ccc(-c2cc(Cl)ccc2Cl)o1)c1nc(-c2ccccc2)cs1	116	96	83	193	102	70	114	90
6	CN(C)CCOc1cccc(NC2=C(Cl)C(=O)C(Nc3cccc(OCCN(C)C)c3)=C(Cl)C2=O)c1	77	-100*	nt	-100*	-86*	-100*	-77*	-76*
7	COc1ccc(-c2nnc(CNc3ccc(Cl)cc3)o2)cc1O	95	91	88	117	101	66	105	92
8	COc1ccc(OC)c(/C=C2/C3=C([C@@H](c4cc(OC)ccc4OC)C(C#N)=C(N)O3)[C@H]3CCC2N3C)c1	89	104	92	104	81	70	77	97
9	COC(=O)[C@]12CC[C@@H](C)[C@H](C)[C@H]1C1=CC(=O)[C@@H]3[C@@]4(C)CC[C@H](OC(C)=O)C(C)(C)[C@@H]4CC[C@@]3(C)[C@]1(C)CC2	95	97	73	81	93	81	108	109
10	Nc1nc(N)c2c(n1)NC(c1ccc(F)cc1)C1CCc3ccccc3C1=N2 (configuration not stated)	58	50	45	36	61	60	83	63
11	CC(O)CN=Cc1ccccc1 (configuration not stated)	94	111	103	99	103	86	115	105
12	COc1ccc2nc(Cl)c(-c3nc4ccccc4s3)cc2c1	73	94	85	nt	124	72	112	93

(further entries)
entry	Compound	A498	ACHN	CAKI-1	TK-10	786-0	UO-31	RXF 393	SN12C
13	O=C1NCCNC1C1C(=O)Nc2ccccc21 (configuration not stated)	95	101	90	125	106	70	103	99
14	N#Cc1c(Nc2ccc(Cl)cc2)nn2c(-c3ccc(Br)cc3)c(-c3nc4ccccc4s3)c(N)nc12	nt	105	89	146	102	81	108	96
15	CCOc1ccc(C(C)Oc2ccc(C(=O)NS(=O)(=O)C(C)(C)C)cc2C(F)(F)F)nc1 (configuration not stated)	nt	107	98	103	101	89	107	99
16	Cc1cc(NS(=O)(=O)c2ccc(N=Nc3c(Nc4ccccc4)nn(-c4ccc(S(=O)(=O)Nc5ccncn5)cc4)c3C)cc2)no1	96	98	96	97	107	80	108	101
17	CC(=O)O[C@H]1C[C@@]2(C)[C@@H](C/C(=N\O)[C@H]3[C@@]4(C)CC/C(=N\O)[C@@H](C)[C@@H]4CC[C@@]32C)/C1=C(\CCC=C(C)C)C(=O)O	99	97	92	94	98	86	97	110
18	CC(C)(C)n1cc(-c2ccnc(NCCNS(=O)(=O)c3ccc(F)cc3)c2)c(-c2cccc(F)c2)n1	32	102	84	107	83	78	83	99
19	COc1cc(NC(=O)C2=C(N3CCOCC3)/C(=C/c3ccc(Cl)cc3)CC2)cc(OC)c1OC	98	93	85	121	93	73	nt	83
20	COCCn1cc(-c2nc(-c3cc4cccnc4n3C)cs2)c2cc(OC)ccc21	47	64	75	20	67	51	78	73
21	CCOC(=O)c1ccc(NC(=O)CN2CCN(c3cc(=O)n(-c4ccccc4)c4ccccc34)CC2)cc1	79	95	83	94	90	60	93	89
22	CC1(C)C(=Nc2ccccc2)C(C)(C)C1=Nc1ccccc1	106	100	95	114	105	61	108	101
23	COc1ccc(-c2nnc3ccc(NNC(C)=O)nn23)cc1	120	109	91	113	109	85	116	91
24	COc1ccc(-n2ncn(Cc3cc(=O)oc4ccc(C)cc34)c2=O)cc1	107	94	88	129	97	62	89	94

Among those listed so far, these contain nitrogen in an aromatic ring.
entry	Compound	A498	ACHN	CAKI-1	TK-10	786-0	UO-31	RXF 393	SN12C
1	O=C(NO)c1ccc(NC(=O)c2nc(-c3ccccc3)n(-c3ccccc3)n2)cc1	nt	107	106	83	96	75	103	78
5	N#C/C(=C\c1ccc(-c2cc(Cl)ccc2Cl)o1)c1nc(-c2ccccc2)cs1	116	96	83	193	102	70	114	90
7	COc1ccc(-c2nnc(CNc3ccc(Cl)cc3)o2)cc1O	95	91	88	117	101	66	105	92
10	Nc1nc(N)c2c(n1)NC(c1ccc(F)cc1)C1CCc3ccccc3C1=N2 (configuration not stated)	58	50	45	36	61	60	83	63
12	COc1ccc2nc(Cl)c(-c3nc4ccccc4s3)cc2c1	73	94	85	nt	124	72	112	93
14	N#Cc1c(Nc2ccc(Cl)cc2)nn2c(-c3ccc(Br)cc3)c(-c3nc4ccccc4s3)c(N)nc12	nt	105	89	146	102	81	108	96
15	CCOc1ccc(C(C)Oc2ccc(C(=O)NS(=O)(=O)C(C)(C)C)cc2C(F)(F)F)nc1 (configuration not stated)	nt	107	98	103	101	89	107	99
16	Cc1cc(NS(=O)(=O)c2ccc(N=Nc3c(Nc4ccccc4)nn(-c4ccc(S(=O)(=O)Nc5ccncn5)cc4)c3C)cc2)no1	96	98	96	97	107	80	108	101
18	CC(C)(C)n1cc(-c2ccnc(NCCNS(=O)(=O)c3ccc(F)cc3)c2)c(-c2cccc(F)c2)n1	32	102	84	107	83	78	83	99
20	COCCn1cc(-c2nc(-c3cc4cccnc4n3C)cs2)c2cc(OC)ccc21	47	64	75	20	67	51	78	73
21	CCOC(=O)c1ccc(NC(=O)CN2CCN(c3cc(=O)n(-c4ccccc4)c4ccccc34)CC2)cc1	79	95	83	94	90	60	93	89
23	COc1ccc(-c2nnc3ccc(NNC(C)=O)nn23)cc1	120	109	91	113	109	85	116	91
24	COc1ccc(-n2ncn(Cc3cc(=O)oc4ccc(C)cc34)c2=O)cc1	107	94	88	129	97	62	89	94

Further entries follow.
entry	Compound	A498	ACHN	CAKI-1	TK-10	786-0	UO-31	RXF 393	SN12C
25	COc1cc(CNC(=O)CCCC/C=C/C(C)C)ccc1OCc1nnc(Nc2cccc(Br)c2)o1	78	85	nt	104	96	64	71	96
26	Fc1ccc(COc2ccc(Nc3ncnc4sc5c(c34)CCCC5)cc2)cc1	86	95	100	84	95	79	109	81
27	O=C(CSc1nnc(-c2ccc(Br)cc2)n1-c1ccccc1)Nc1ccc(C(=O)/C=C/c2ccc(Cl)cc2)cc1	91	105	84	93	95	85	97	85
28	C(=N\Nc1nnc(-c2ccncc2)o1)/c1ccccc1	81	102	91	102	99	87	107	98
29	CC(C)Sc1nc(-c2ccc(Cl)cc2)c(C#N)c(=O)[nH]1	93	102	107	nt	100	111	107	99
30	Cc1ccc(N2CCN(C(C)C(N)=O)CC2)cc1 (configuration not stated)	115	106	107	114	103	82	111	93
31	O=c1cnn(C2OC(COP(=O)(O)O)C(O)C2O)c(=O)[nH]1 (configuration not stated)	106	52	43	nt	67	80	95	65
32	COc1ccc(NC(=O)c2sc3c(=O)[nH]c(C)nc3c2C)cc1	97	109	85	101	99	79	132	106
33	CN(C)c1ccc(/C=N\NC(=O)c2ccc3nc(-c4ccc(Cl)cc4)[nH]c3c2)cc1	73	36	85	94	12	75	77	41
34	CC(=O)OCCCCCNc1ccccc1	nt	101	96	107	101	88	123	103
35	COc1cc(-c2nc(C(=O)NCCCC(=O)NO)nn2-c2ccc(Cl)cc2)cc(OC)c1OC	98	96	94	101	98	91	103	106
36	CC1=CC[C@H]2C(C)=CC[C@@H](C(C)C)[C@@H]2C1	101	94	102	130	104	80	105	121

Next records follow:
entry	Compound	A498	ACHN	CAKI-1	TK-10	786-0	UO-31	RXF 393	SN12C
37	NS(=O)(=O)c1ccc(-n2cc(CN3CCNCC3)nn2)cc1	107	109	96	100	99	93	111	110
38	Cc1cc(C)c2cc(N)c(Cl)nc2n1	62	100	94	109	97	83	112	93
39	C1=C(c2ccc(-c3ccccc3)cc2)CCCC1	85	98	93	125	100	90	104	98
40	O=C1/C(=C/c2ccc([N+](=O)[O-])cc2)Oc2ccc(O)cc21	nt	82	5.5*	18	96	70	93	86
41	CC1=NN(c2cn3c(-c4ccccc4)csc3n2)C(=O)C1	97	91	80	125	97	59	109	96
42	NCCCNc1nc2ccccc2c2c(=O)c3cc(F)cc(F)c3sc12	44	-60*	61	87	-89*	-95*	64	81
43	Cn1cc(-c2nn3c(=O)cc(-c4ccccc4)nc3s2)c2ccccc21	84	94	89	89	92	83	108	91
44	CC1=Nc2cnc(Nc3cccc(S(=O)(=O)N4CCC(O)CC4)c3)nc2Nc2ccccc21	63	79	54	99	87	56	78	81
45	CNC(=O)c1nnn(-c2ccccc2)c1N	114	105	104	103	106	84	129	103
46	O=C(Cn1nncc1CN1C(=O)CSC1=O)Nc1ccccc1F	108	103	102	102	101	95	111	100
47	O=C(Nc1ccc(Cl)cc1)c1cc(-c2ccc(F)cc2)c2sc(=O)[nH]c2n1	nt	2.3*	-13*	21	14	4.7*	5.3*	12
48	Cc1cc(C)c2c(=O)[nH][nH]c2n1	78	97	88	101	nt	nt	126	97

Random excerpt: two records from the list, in no set order.
entry	Compound	A498	ACHN	CAKI-1	TK-10	786-0	UO-31	RXF 393	SN12C
41	CC1=NN(c2cn3c(-c4ccccc4)csc3n2)C(=O)C1	97	91	80	125	97	59	109	96
42	NCCCNc1nc2ccccc2c2c(=O)c3cc(F)cc(F)c3sc12	44	-60*	61	87	-89*	-95*	64	81

(cont.)
entry	Compound	A498	ACHN	CAKI-1	TK-10	786-0	UO-31	RXF 393	SN12C
49	CC(C)(C)OC(=O)CC(C)(O)c1ccc(Cl)cc1 (configuration not stated)	90	110	100	104	103	98	107	105
50	CC1CC=CCC1C(=O)OC/C=C/COC(=O)C1CC=CCC1C (configuration not stated)	88	93	83	111	107	76	104	101
51	COc1ccc(N2CCN(CCC3=C(C)NC4OC(c5ccccc5)=NN4C3=O)CC2)cc1 (configuration not stated)	98	103	86	136	103	76	107	106
52	Cc1nc(-c2cc3ccccc3oc2=O)ccc1C(=O)/C=C/c1c[nH]c2ccccc12	76	102	95	nt	89	94	105	94
53	CN1C(=O)N(C)C2Nn3c(s/c(=C\c4c[nH]c5ccccc45)c3=O)=NC21 (configuration not stated)	113	92	79	151	105	64	108	98
54	O=S(=O)(O)c1cccc(S(=O)(=O)O)c1	110	108	81	108	100	66	nt	103
55	O=C(CCC(=O)OC1CCCC1)OC1CCCC1	101	95	96	98	104	90	98	107
56	Cc1ccc(Nc2[nH]c(=O)nc3c2cnn3C)c(C)c1	97	105	101	105	94	100	102	102
57	CC(=O)Nc1ccc2c(c1)C(=O)c1cccc(C(=O)O)c1-2	120	105	95	116	105	111	109	109
58	COC(=O)C(C)(C)C1Oc2ccc(OC)cc2C(=O)/C1=C\NS(=O)(=O)c1ccc(OC)cc1 (configuration not stated)	117	102	nt	93	95	94	103	106
59	Cc1ccc(Nc2nc(N)nc(CSCC(=O)N/N=C/c3ccccc3F)n2)cc1	73	99	88	117	96	84	98	96
60	CC12C=CC(=O)C=C1CCC1C2C(O)CC2(C)C1CCC2(O)C(=O)CSc1ncnc2nc[nH]c12 (configuration not stated)	91	105	96	114	102	88	103	101

(continued)
entry	Compound	A498	ACHN	CAKI-1	TK-10	786-0	UO-31	RXF 393	SN12C
61	CC/C=C\C[C@H]1C/C=C2/C(=O)C(Cl)=C[C@@H]2C/C=C\CCCC(=O)O1	-68*	-65*	2.6*	-55*	-81*	-94*	-90*	-1.1*
62	O=[N+]([O-])c1cnc2ccccc2c1N[C@H](CO)c1ccccc1	68	91	76	106	94	62	100	100
63	O=S1(=O)N(Cc2ccccc2)[C@@H](Cc2ccccc2)C2O[C@H]2[C@H](Cc2ccccc2)N1Cc1ccccc1 (some centres not stated)	65	41	34	71	41	68	45	48
64	CCCCC[n+]1ccc(SCC(=O)N2CCCc3ccccc32)c2ccccc21	100	106	97	114	104	92	nt	103
65	COc1cccc(C2=NN(C(C)=O)C(c3cccc(NS(C)(=O)=O)c3)C2)c1O (configuration not stated)	116	104	nt	113	98	79	nt	98
66	CONc1c2ccccc2nc2ccccc12	106	95	111	122	111	100	89	104
67	Cc1ccc(N=NN(C)N=Nc2ccc(C)cc2)cc1	98	84	83	119	107	73	83	87
68	Cc1cc([N+](=O)[O-])c(C)cc1I	96	nt	nt	101	96	94	103	103
69	O=C1CSC(c2ccccc2Cl)N1c1nnc(Cn2ccnc2)o1 (configuration not stated)	70	97	95	nt	94	76	94	97
70	Cc1ccc2nc([C@@H](C)[C@H]3CC[C@H]4[C@@H]5CCC6=CC(=O)CC[C@]6(C)[C@H]5CC[C@]34C)[nH]c2c1	89	105	90	112	89	72	105	84
71	COc1cc(CNC(=O)/C=C/C=C/c2ccc3c(c2)OCO3)ccc1OCc1cn(-c2ccc([N+](=O)[O-])cc2)nn1	101	100	88	104	99	80	nt	97

Compound activity deposited in PubChem by NCI.
